Assay outcomes (PubChem BioAssay)
LDHA block: inhibitors of human lactate dehydrogenase A; P00338; purified LDHA, NADH/diaphorase-resazurin fluorescence; stronger effect = lower value; activity change, % (values are at about 110 or 230 µM); hit rate 0.15% among 480,000; in the data active = activity change below about -30%; inconclusive = mostly about -25% to -30%;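 also: plate controls were DMSO wells for no effect and wells without enzyme for full effect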
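Resorufin fluorescence (ex540/em590), read at 0 and 20 min after diaphorase/resazurin addition, reports the NADH left after a 5 min room-temperature reaction of 2 nM human LDH5 with 0.06 mM NADH and 0.2 mM pyruvate.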
IDH1 R132H inh: inhibitors of human mutant IDH1 R132H | Potency, µM (highest dose often 76.6 µM), for inactives: at the highest dose activity change, negative = inhibition, actives largely listed as inhibitors | AID 602179 | O75874 | hit rate 0.093% among 390,000 | IDH1-R132H enzyme, NADPH consumption, diaphorase/resazurin fluorescence; also: potency is read from the fitted curve at half-maximal effect; % is scaled to controls: 0 for no effect and ±100 for the full control effect; nearly all actives have a fitted effect of over 65% in size
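IDH1-R132H (0.5 ug/mL dispensed) in pH 7.5 Tris buffer was preincubated 30 min with compound, then given a substrate mix of 0.016 mM NADPH and 2 mM alpha-KG for 80 min at room temperature; remaining NADPH was read by diaphorase/resazurin fluorescence.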
Vif-APOBEC3F blk: Vif-A3F binding inhibition; hit rate 0.2% among 390,000; Potency, µM (series often up to 46.1 µM), for inactives: at the highest dose activity, negative = active; HeLa A3F-eYFP + Vif (tagged APOBEC3F with the HIV-1 protein that degrades it), YFP fluorescence increase; AID 602313; also: potency is read from the fitted curve at half-maximal effect; % of control where 0% means no effect; nearly all actives have a fitted effect of over 65% in size
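Fluorescence increase (Ex 488/Em 500-530) after overnight compound treatment at 37 deg C flags inhibition of Vif-driven A3F-eYFP loss in stable HeLa A3F-eYFP/Vif cells seeded overnight beforehand.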
Vif-A3G inh: inhibitors of Vif-APOBEC3G interaction | Q9HC16 | HeLa A3G-eYFP + Vif (tagged APOBEC3G with the HIV-1 protein that degrades it), YFP fluorescence, overnight | Potency, µM (series often up to 46.1 µM), inactives show top-dose activity, negative = active, most hits filed as inhibitors | hit rate 0.076% among 410,000;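 also: potency is read from the fitted curve at half-maximal effect; % is scaled to controls: 0 for no effect and ±100 for the full control effect; nearly all actives have a fitted effect of over 60% in size; hits raise eYFP signal because A3G escapes Vif-driven loss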
Target sequence (Q9HC16 whole entry, looked up): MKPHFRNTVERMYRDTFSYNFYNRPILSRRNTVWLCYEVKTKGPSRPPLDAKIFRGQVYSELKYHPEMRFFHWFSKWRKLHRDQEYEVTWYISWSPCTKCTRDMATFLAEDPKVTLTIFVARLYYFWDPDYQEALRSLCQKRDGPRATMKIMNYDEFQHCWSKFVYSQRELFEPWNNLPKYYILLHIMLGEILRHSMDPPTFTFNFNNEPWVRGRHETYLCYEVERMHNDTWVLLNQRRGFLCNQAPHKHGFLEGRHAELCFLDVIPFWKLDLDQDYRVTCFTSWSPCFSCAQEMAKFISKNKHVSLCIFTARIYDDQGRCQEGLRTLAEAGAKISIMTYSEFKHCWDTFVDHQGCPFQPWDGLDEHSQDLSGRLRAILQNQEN
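HeLa cells stably expressing Vif and C-terminally eYFP-tagged A3G, seeded overnight at 37 deg C, then exposed to compound by pintool overnight at 37 deg C. Rise in yellow fluorescence (Ex 488/Em 500-530, Acumen) marks blocked Vif-driven A3G degradation.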
USP1 inh: inhibitors of human USP1/UAF1 deubiquitinase. O94782. recombinant USP1/UAF1, Ub-Rhodamine cleavage fluorescence. Potency, µM (series often up to 57.1 µM), without a hit: top-dose activity change, negative = inhibition, hits mostly inhibitors. hit rate 0.23% among 390,000. AID 743255; also: potency is read from the fitted curve at half-maximal effect; % is scaled to controls: 0 for no effect and ±100 for the full control effect; nearly all actives have a fitted effect of over 60% in size; inactives centre near -12
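Step one: compound is pinned into 1nM USP1/UAF1 in HEPES pH 7.8 buffer with TCEP. Step two: 15 min room-temperature incubation. Step three: Ub-Rho (150nM final) starts cleavage, tracked by fluorescence over six one-minute reads.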
RGS4 inhibitor: human RGS4 inhibition. P49798. Transcreener GDP fluorescence polarization, RGS4-accelerated GTP hydrolysis. Potency, µM (series often up to 114 µM), inactives show top-dose activity change, negative = inhibition, most hits filed as inhibitors. hit rate 0.039% among 390,000. AID 504845; also: potency is read from the fitted curve at half-maximal effect; % is scaled to controls: 0 for no effect and ±100 for the full control effect; nearly all actives have a fitted effect of over 75% in size; some results filed as inactive show a strong effect at the top dose
Target sequence (P49798 whole entry, looked up): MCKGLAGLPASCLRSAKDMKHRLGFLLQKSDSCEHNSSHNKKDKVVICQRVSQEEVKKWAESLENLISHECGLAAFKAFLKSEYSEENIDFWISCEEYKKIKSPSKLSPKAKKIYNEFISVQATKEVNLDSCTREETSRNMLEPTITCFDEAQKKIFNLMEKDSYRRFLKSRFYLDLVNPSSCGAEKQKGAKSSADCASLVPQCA
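MLSMR compounds (23 nl, pin-transferred) preincubated 10 min at room temperature with a 500nM (2x) first reagent, then RGS4 at 900nM (2x) plus Transcreener GDP mix added; fluorescence polarization (620/688 nm) read before and after 90 min at 30 °C.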
TrxR1 substrate: substrates of rat thioredoxin reductase 1. purified TrxR1 substrate turnover, NADPH consumption readout. O89049. hit rate 0.01% among 390,000. Potency, µM (doses to about 114 µM), for the others: at the highest dose activity change, negative = substrate turnover; also: potency is read from the fitted curve at half-maximal effect; % is scaled to controls: 0 for no effect and ±100 for the full control effect; nearly all actives have a fitted effect of over 50% in size
Target sequence (O89049 whole entry, looked up): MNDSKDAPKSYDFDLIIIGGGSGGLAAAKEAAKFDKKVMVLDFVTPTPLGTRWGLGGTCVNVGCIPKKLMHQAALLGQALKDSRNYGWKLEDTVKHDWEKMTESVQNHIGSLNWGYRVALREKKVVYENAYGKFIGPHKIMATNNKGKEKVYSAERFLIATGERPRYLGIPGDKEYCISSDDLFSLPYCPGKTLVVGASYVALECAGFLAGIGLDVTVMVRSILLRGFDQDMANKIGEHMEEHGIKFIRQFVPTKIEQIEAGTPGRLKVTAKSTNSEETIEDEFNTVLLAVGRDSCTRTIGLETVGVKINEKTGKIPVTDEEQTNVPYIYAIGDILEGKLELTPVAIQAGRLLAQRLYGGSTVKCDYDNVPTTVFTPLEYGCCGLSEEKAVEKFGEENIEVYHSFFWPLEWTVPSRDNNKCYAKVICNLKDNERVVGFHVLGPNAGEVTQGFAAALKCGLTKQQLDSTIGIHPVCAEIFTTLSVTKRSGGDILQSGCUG
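Rat TrxR1, dispensed at 90 nM, was prereduced with 400 uM NADPH (final) for 5 min at ~22 deg C, then incubated with compound 15 min before 400 uM selenite. A first-read NADPH fluorescence drop versus no-compound background flagged substrates.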
rTrxR1 inhibitor: rat TrxR1 inhibition; O89049; recombinant rTrxR1, NADPH fluorescence consumption, selenite substrate; Potency, µM (doses to about 114 µM), without a hit: at the highest dose activity change, negative = inhibition, actives largely listed as inhibitors; hit rate 1% among 390,000; AID 588453; also: potency is read from the fitted curve at half-maximal effect; % is scaled to controls: 0 for no effect and ±100 for the full control effect; nearly all actives have a fitted effect of over 65% in size
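Rat TrxR1 (90 nM in the dispensed reagent) was pre-reduced with 400 uM NADPH for 5 min at room temperature, then incubated with compound for 15 min. After 400 uM selenite was added, NADPH fluorescence (Ex 340/Em 450 nm) was followed for 8 min.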
Glioma ERSR ind: inducers of ER stress response in human glioma cells | U87-MG GRP78 promoter luciferase reporter, 16 h | Potency, µM, for inactives: top-dose activation, usual class: activators | hit rate 0.02% among 420,000; also: potency is read from the fitted curve at half-maximal effect; series mostly up to about 76 µM; % of control where 0% means no effect; nearly all actives have a fitted effect of over 35% in size
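ERSR induction read as luciferase luminescence (Bright-Glo, 10 min at room temperature) in stably transfected human U87-MG glioma cells exposed to compounds for 16 h, using GRP78 as sensor.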
The depositor's hits bear a star; ? = inconclusive; . = not tested or not shown; [ ] = remark or other dose. Unless noted, calls follow the shape of the dose curve; as a rule, active = well fitted curve in the direction sought with a large enough effect; inconclusive = small, poorly fitted or top-dose-only effect, or another doubt; inactive = no such curve, though single readings can be large; an effect the other way counts as inactive or inconclusive.

SMILES | LDHA block | IDH1 R132H inh | Vif-APOBEC3F blk | Vif-A3G inh | USP1 inh | RGS4 inhibitor | TrxR1 substrate | rTrxR1 inhibitor | Glioma ERSR ind
CCn1c(SCC(=O)Nc2ccccc2C(=O)OC)nnc1-c1ccc(N)cc1 | -8 | -4% | -10% | 0% | -11% | -3% | 5%[57.1 µM] | -9%[57.1 µM] | 0%
CC(C)(C)NC(=O)c1cccnc1Sc1ccccc1 | 1 | 1% | -6% | 1% | -7% | 10% | 3% | 17% | -1%
N/C(Cc1cccs1)=N\OC(=O)COc1ccccc1Cl | 0 | 1% | 2% | -2% | -17% | -19%[11.4 µM] | -3% | 13%[57.1 µM] | -1%
CC(C)=NN1C(c2nonc2N)=NOC1(C)C | -1 | 15% | 5% | 3% | 1% | -12% | 15%[57.1 µM] | 29%[57.1 µM] | -1%
COc1ccccc1C(c1nnnn1C(C)(C)C)N1CCN(Cc2ccncc2)CC1 (stereo not given) | -3 | -2% | -4% | 1% | -14% | 0%[11.4 µM] | 7%[57.1 µM] | 18%[57.1 µM] | -1%
CC1CCCCN1CCCNC(=O)Cn1c(=O)c2cccn2c2ccccc21 (stereo not given) | -2 | 2% | 3% | 0% | -22% | 2% | 3% | 6% | -4%
O=C(NCc1ccccc1)Nc1cccn(Cc2ccc(F)cc2)c1=O | -2 | -4% | 0% | 0% | -12% | 19% | 8% | 2% | -3%
O=C(CNC(=O)C1CCCCC1)OCC(=O)c1ccc([N+](=O)[O-])cc1 | 11 | . | . | 2% | . | 1% | 8%[0.0914 µM] | 6%[0.0914 µM] | -2%
CCN(CC)CCNC(=O)c1ccc(NC(=O)C2CCN(c3ncnc4sc(C)c(C)c34)CC2)cc1 | -20 | -2% | -2% | -1% | -4% | 5% | 4% | 34% | -4%
C[C@H]1Cn2cnc(C(=O)NCc3ccc(CNC(=O)OC(C)(C)C)cc3)c2C(=O)N1 | 1 | 15% | 0% | -5% | -6% | . | . | . | 1%
COc1ccccc1C(=O)C1CCCN(C(=O)Nc2ccccc2F)C1 (stereo not given) | -1 | 3% | -16% | 3% | -26% | -1% | -3% | 9% | 6%
Fc1ccc(Nc2nc(N3CCOCC3)nc(N3CCOCC3)n2)cc1 | -7 | 27% | 2% | 2% | -4% | 21%[11.4 µM] | -4% | 9% | 0%

Reprinted from the part before: 2 entries, then new ones.
SMILES | LDHA block | IDH1 R132H inh | Vif-APOBEC3F blk | Vif-A3G inh | USP1 inh | RGS4 inhibitor | TrxR1 substrate | rTrxR1 inhibitor | Glioma ERSR ind
COc1ccccc1C(=O)C1CCCN(C(=O)Nc2ccccc2F)C1 (stereo not given) | -1 | 3% | -16% | 3% | -26% | -1% | -3% | 9% | 6%
Fc1ccc(Nc2nc(N3CCOCC3)nc(N3CCOCC3)n2)cc1 | -7 | 27% | 2% | 2% | -4% | 21%[11.4 µM] | -4% | 9% | 0%
COc1ccc(N2C(=O)CSC23C(=O)N(Cc2ccc(C)cc2)c2ccccc23)cc1Cl (stereo not given) | 2 | -2% | 1% | 4% | ? | -11% | 3% | 34% | -5%
COc1ccccc1C1C2=C(N=C3SCC(=O)N31)c1ccccc1CC2 (stereo not given) | 0 | 3% | 3% | 1% | ? | ? | 7%[57.1 µM] | 4%[57.1 µM] | -2%
NC1(CO)COC(c2ccccc2)OC1 (stereo not given) | -1 | 3% | 7% | -3% | -8% | . | . | . | -4%
O=C(Nc1ccc(-c2nc3ccccc3s2)cc1)c1cc(-n2cnnc2)ccc1Cl | -10 | 3% | -9% | -7% | -22% | 11% | 22% | 35% | 1%
CCN(CC)c1ccc(NC(=O)c2cnccn2)cc1S(=O)(=O)Nc1ccc(OC)cc1 | 1 | 2% | 1% | ? | -18% | -19% | -1% | 6% | -5%
N=c1n(CCN2CCOCC2)c2ccccc2n1CC(=O)c1cccc([N+](=O)[O-])c1 | 6 | 3% | -3% | -17% | -8% | -28% | -7%[57.1 µM] | 5%[57.1 µM] | -3%
Cc1ccnc(NC(=O)CCc2c(C)nc3ncnn3c2C)c1 | -10 | 1% | -5% | -9% | -6% | 20% | 0% | 0% | -6%
COc1ccc(C(=O)NC2CC2)cc1OC1CCN(Cc2ccccc2O)CC1 | -2 | 5% | -25% | 1% | -11% | -4% | -10% | -9% | 1%
CC(C)(C)c1ccc(NC(=S)NCCc2ccccn2)cc1 | 1 | 4% | -10% | 1% | -9% | -8% | -20%[57.1 µM] | 12%[57.1 µM] | -1%
CCCCCCNCc1c(F)cccc1Cl | -1 | 3% | -6% | 0% | -22% | -18% | -1%[11.4 µM] | -26%[11.4 µM] | -5%
O=C(CSc1ccc(Cl)cc1)Nc1ccc(NC(=O)c2ccco2)cc1 | -5 | 0% | -10% | 1% | 1% | -19% | -6% | 9% | 0%
CC(C)(C)NC(=O)c1cnn2c1NC(c1ccc(F)cc1)CC2C(F)(F)F (stereo not given) | -3 | -3% | 5% | 1% | 2% | -19% | 8%[57.1 µM] | 9%[57.1 µM] | -2%
CCN(CC(=O)Nc1c(F)cccc1F)C(=O)c1cc(-c2cccs2)nn1-c1ccccc1 | -4 | 0% | -2% | -6% | -8% | -13% | 4% | 14% | -1%
CN(C)c1ccc(-c2nnc(-c3ccc(S(=O)(=O)C(F)F)cc3)o2)cc1 | -3 | 0% | -4% | 0% | -1% | -16% | 11%[57.1 µM] | 8%[57.1 µM] | -2%
CC(=O)c1ccc(N2CCN(C(=O)c3cn(C)c(=O)c4c3c3ccccc3n4C)CC2)cc1 | 2 | 9% | 3% | -11% | -30% | 9% | -4% | 1% | 1%
COc1ccc(NC(=O)O[C@@H](C)[C@@H]2CN3CCc4c([nH]c5ccc(-c6ccc(OC)cc6)cc45)[C@@H]3C[C@@H]2N(C)C(=O)Nc2ccc(OC)cc2)cc1 | -2 | 9% | -5% | -5% | -9% | . | . | . | -1%
O=C(c1ccccc1)N1CCN=C1c1ccccc1 | -8 | 2% | 0% | -1% | -15% | 15% | 2% | 5% | -2%
CCOC(=O)C1=C(C)NC(C)=C(C(=O)OCC)C1c1ccc(Br)o1 | 5 | 10% | 1% | -4% | -26% | -1% | -9% | -11% | -5%
COc1ccc(-c2ccccc2)cc1NCc1ccccc1C | 24 | 9% | 0% | -12% | -13% | -17% | 8% | -31% | 2%
O=C(NCc1ccccc1F)c1cccc(NC(=O)N2CCSc3ncccc32)c1 | -5 | 14% | 8% | -2% | -13% | -13% | 17% | 38%[activator] | 1%
O=C(Nc1cccnc1Cl)c1cc(-c2ccco2)on1 | -7 | -6% | -17% | 0% | -5% | 15% | 15%[57.1 µM] | 8%[57.1 µM] | 0%
Cc1nc2sc(C(c3ccco3)N3CCOCC3)c(O)n2n1 (stereo not given) | 6 | 5% | 4% | -1% | -9% | -22% | -8% | ? | -5%
CC(C)CCNC(=O)C12CN(Cc3ccccc3)CC1C(c1cccc([N+](=O)[O-])c1)=NO2 (stereo not given) | 5 | 4% | -1% | -4% | -32% | -32% | -4% | 6% | 1%
C[C@H]1CN(c2ccccc2)C(=O)[C@@H]1CC(=O)Nc1ccccc1 | 0 | -1% | -6% | 10% | -21% | . | . | . | -1%
CS(=O)(=O)N(CC(=O)NCCSC1CCCCC1)c1ccc2c(c1)OCO2 | 0 | -1% | -2% | 0% | -3% | -9% | 8%[57.1 µM] | 6%[57.1 µM] | -1%
COc1ccc(C(=O)Nc2ccc(S(=O)(=O)Nc3onc(C)c3C)cc2)c(OC)c1 | -16 | -3% | 13% | 1% | ? | -13% | 3%[57.1 µM] | 10%[57.1 µM] | 1%
O=C(CSCc1ccc(Br)cc1)Nc1ccc(S(=O)(=O)N2CCCCCC2)cc1 | -2 | 6% | 0% | 0% | -21% | 8% | 10% | 25% | -4%
Cc1ccc(S(=O)(=O)Nc2ccc3c(c2)OCCO3)cc1C | -1 | 7% | 9% | 2% | -11% | -13% | -11%[57.1 µM] | 14%[57.1 µM] | -6%
COc1ccccc1-c1noc(CCC(=O)NC2CCCC2)n1 | -2 | 14% | 0% | 1% | -28% | -11% | 9% | 25% | 2%
CCOC(=O)C(Cc1ccc(O)cc1)NC(=O)CNC(=O)C(CC(C)C)NC(=O)OC(C)(C)C (stereo not given) | -1 | 1% | -2% | -1% | -17% | 2% | 5% | 13% | -4%
CSc1oc(-c2ccco2)nc1S(=O)(=O)c1ccc(F)cc1 | -3 | 0% | -3% | -8% | ? | -31% | 9%[57.1 µM] | -44% | -3%
O=S(=O)(c1ccc2ccccc2c1)N1CCN=C1SCc1cccnc1 | 5 | -4% | 0% | -2% | -17% | -18% | -2% | 14% | -2%
C=C(C)c1cccc(C(C)(C)NC(=O)N(Cc2ccccc2)Cc2ccco2)c1 | 0 | 2% | 1% | -2% | -17% | -18% | 0% | 12% | -7%
Cc1ccnc(NS(=O)(=O)c2ccc(NC(=O)CCOc3ccccc3)cc2)n1 | -4 | 4% | 0% | -5% | -13% | -22% | -6% | -15% | -4%
O=C1c2ccccc2C(=O)N1CC(O)COc1ccc(Cl)cc1 (stereo not given) | 4 | -6% | 0% | -3% | -2% | -9% | -2% | -9% | 4%
CC1CCCN(C(=O)C(C)Sc2nc(-c3ccccc3)cc(C(F)(F)F)n2)C1 (stereo not given) | -4 | 3% | -10% | 2% | ? | -7% | 1% | 3% | -2%

A portion of the library; count on the stated rates, not on these rows.
